OXTR agonist: activates the human oxytocin receptor; P30559; activation, % at 3 µM; CHO-OTR cells, Fluo-8 calcium fluorescence; normalized: DMSO 0%, oxytocin 100%; hit rate 0.32% among 320,000;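 active = activation above the mean of all tested compounds plus 3 SD, cutoff set per screening run, cut at about 20% in these data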;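 note: peak over basal fluorescence ratio from a 100 s FLIPR kinetic read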
Target sequence (P30559 whole entry, looked up): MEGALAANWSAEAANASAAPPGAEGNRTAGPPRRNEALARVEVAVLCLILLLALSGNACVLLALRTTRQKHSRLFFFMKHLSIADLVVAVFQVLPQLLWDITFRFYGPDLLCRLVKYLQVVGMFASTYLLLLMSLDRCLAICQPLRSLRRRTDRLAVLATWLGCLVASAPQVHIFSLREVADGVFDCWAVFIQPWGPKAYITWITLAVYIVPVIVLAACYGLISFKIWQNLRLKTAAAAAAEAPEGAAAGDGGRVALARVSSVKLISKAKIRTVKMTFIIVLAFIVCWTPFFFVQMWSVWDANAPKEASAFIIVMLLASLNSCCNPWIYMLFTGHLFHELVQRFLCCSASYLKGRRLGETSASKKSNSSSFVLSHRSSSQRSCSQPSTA
OXTR potentiate: potentiators of human oxytocin receptor; CHO-OTR cells, Fluo-8 calcium fluorescence, potentiator mode; 0% = oxytocin EC15, 100% = EC100; activation, % at 3 µM; hit rate 0.061% among 320,000; AID 2445;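 active = activation above that plate's cutoff, the mean activation of tested compounds plus 3 SD, cut at about 6.6% in these data, passing the limit was not always enough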;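 note: 100% uses oxytocin at 75 nM as the full agonist control; some results filed as inactive read as strong as hits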
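Assay system: CHO-OTR cells, human receptor / Also added: oxytocin at about EC15, sub-maximal agonist stimulus / Dosing: single dose, 3.0 µM nominal final compound concentration / Incubation: 6 min pre-incubation, 100 s read / Technique: Fluo-8 calcium dye fluorescence / Read-out: % activation vs EC15 and EC100 oxytocin / Benchmarks: EC15 oxytocin low, 75 nM oxytocin high / Replicates: singlicate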
MEKK2 mut-MEK5: signal of MEK5 binding to mutant human MEKK2 PB1 domain; bead flow cytometry, Alexa488-MEK5 binding to MEKK2 mutant; hit rate 0.35% among 290,000; percent response, % at 10 µM; in the data active = percent response above about 24%, passing the limit was not always enough; note: inactives centre near 1; some results filed as inactive read as strong as hits; reference of the scale not given here
V1R ag counter: counter-screen for oxytocin receptor agonists: human V1a receptor agonists; P37288; AID 2797; hit rate 0.25% among 320,000; activation, % at 3 µM; CHO-V1R cells, Fluo-8 calcium fluorescence, agonist mode; 0% DMSO, 100% 3 nM vasopressin;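 active = activation above the mean activation of all tested compounds plus 3 SD, per screening run, cut at about 20% in these data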;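 note: signal is peak over basal fluorescence ratio across a 100 second FLIPR read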
MEKK2wt PB1 HTS: raises or lowers MEK5 binding to wildtype human MEKK2 PB1 domain | AID 1531 | hit rate 1.1% among 290,000 | Q9Y2U5 | binding response (% of control), % at 10 µM | bead flow cytometry, Alexa488-MEK5 binding to MEKK2 WT; actives lie on both sides; in the data active = binding response below about 67% or above about 130%
NALP1 inh: NALP1 inhibition | S. cerevisiae NALP1/ASC/caspase-1 growth, X-gal OD620, 72 h | inhibition, % at 10 µM | hit rate 0.61% among 280,000; in the data active = inhibition mostly above about 24%, no sharp cut-off; inactive = mostly below about 32%; note: some compounds called inactive have numbers as strong as hits
GalR3 antag: human GalR3 antagonism. O60755. HEK293 GalR3-CNG cAMP membrane potential fluorescence; galR3 body fused to GalR1 C-terminus. inhibition, % at 3 µM. hit rate 0.44% among 360,000;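 active = inhibition above the screen-wide average plus 3 SD, cut at about 13% in these data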;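 note: forskolin and galanin both at EC90 stimulate the cells; cAMP rise reported by CNG channel membrane potential dye signal; 0% = forskolin plus galanin with DMSO and 100% = forskolin alone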
Target sequence (O60755 1-299 limits assumed): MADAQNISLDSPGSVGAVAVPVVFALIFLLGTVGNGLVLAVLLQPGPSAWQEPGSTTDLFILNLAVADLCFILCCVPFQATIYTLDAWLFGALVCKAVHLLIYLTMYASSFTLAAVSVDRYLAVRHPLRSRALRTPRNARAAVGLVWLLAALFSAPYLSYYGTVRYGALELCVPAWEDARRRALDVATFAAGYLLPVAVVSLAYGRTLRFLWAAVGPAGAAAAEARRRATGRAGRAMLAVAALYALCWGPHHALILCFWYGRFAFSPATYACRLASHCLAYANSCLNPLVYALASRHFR
GPR7 antagonist: blocks human GPR7 receptor signaling; P48145; GPR7-expressing cells, fluorescence antagonist assay; inhibition, % at 4.4 µM; hit rate 1.1% among 290,000; AID 1861; in the data active = inhibition above about 16%, passing the limit was not always enough;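 note: cells stimulated with the agonist NPW; 0% = agonist with vehicle and 100% = vehicle without agonist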
Target sequence (P48145 whole entry, looked up): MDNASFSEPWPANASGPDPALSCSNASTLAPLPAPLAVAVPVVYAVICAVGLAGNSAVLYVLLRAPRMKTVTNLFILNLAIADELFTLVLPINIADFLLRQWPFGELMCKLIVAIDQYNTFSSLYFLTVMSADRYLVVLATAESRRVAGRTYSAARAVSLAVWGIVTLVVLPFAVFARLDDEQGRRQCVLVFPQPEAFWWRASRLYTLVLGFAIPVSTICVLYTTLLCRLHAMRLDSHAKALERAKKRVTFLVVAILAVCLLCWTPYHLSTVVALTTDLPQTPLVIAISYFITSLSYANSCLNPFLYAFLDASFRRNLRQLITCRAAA
M18AAP inhibitor: blocks P. falciparum M18 aspartyl aminopeptidase | inhibition, % at 7.35 µM | recombinant PfM18AAP, H-Glu-NHMec fluorogenic cleavage | hit rate 1.2% among 290,000;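 active = inhibition above the campaign mean inhibition over all tested compounds plus 3 SD, cut at about 28% in these data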;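 note: 0% = plate median of test compound wells and 100% = 2 mM ZnCl2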
* marks the source's active call; other numbers are inactive results; . = no result given.

No. | structure | NALP1 inh | OXTR potentiate | M18AAP inhibitor | MEKK2 mut-MEK5 | OXTR agonist
1 | O=C(NCC1CCCO1)c1cc([N+](=O)[O-])ccc1Cl (configuration not stated) | 25 | -12 | 4 | 0 | -0.1
2 | CCCCCC(=O)NNC1CC(=O)N(c2cccc(OCC)c2)C1=O (configuration not stated) | -20 | -1 | 18 | -14 | -0.2
3 | COc1cccc(CC(=O)NC2CCCN(Cc3ccccc3F)C2)c1 (configuration not stated) | 2 | -7 | 1 | 7 | -0.2
4 | CCc1noc(C)c1C(=O)Nc1ncc(C)s1 | -31 | -2 | -14 | 4 | 0.3
5 | CN(C(=O)CSc1nnc(-c2ccccc2F)o1)c1ccccc1 | . | 3 | . | . | -0.2
6 | COC(=O)CCC(=O)Oc1ccc(OC(=O)CCC(=O)OC)cc1 | 14 | -9 | 3 | -2 | -0.2
7 | O=C1CC(N2CCN(c3ccccc3)CC2)C(=O)N1c1cccc(Br)c1 (configuration not stated) | 18 | -7 | 7 | 0 | 0.1
8 | O=S(=O)(Nc1ccc(F)cc1)c1ccc(NC(=S)Nc2ccccc2)cc1 | 5 | -13 | -2 | . | 0.3
9 | COC(=O)Nc1ccc(S(=O)(=O)Nc2cccc3ccccc23)cc1 | -13 | -8 | 1 | -5 | 13
10 | Cn1c(=O)n(C)c2cc(C(=O)Nc3ccc4c(c3)OCO4)ccc21 | . | -14 | 7 | -5 | -1.7
11 | COc1ccc(C(=O)/C=C/C(=O)N(CC(=O)NC2CCCCC2)Cc2ccccc2OC)c(O)c1 | -18 | . | -7 | -3 | .
12 | COC(=O)c1[nH]c2ccccc2c1NC(=O)c1ccccc1[N+](=O)[O-] | 19 | -2 | -2 | 2 | -1.0

No. | V1R ag counter | GPR7 antagonist | MEKK2wt PB1 HTS | GalR3 antag
1 | 2.2 | -3 | 103 | -5
2 | 0.2 | 4 | 92 | -2
3 | 0.0 | -11 | 102 | -10
4 | -0.1 | -15 | 107 | -7
5 | -0.2 | . | . | -1
6 | 0.5 | -6 | 97 | .
7 | 0.6 | -4 | 104 | -2
8 | 1.5 | 11 | . | -2
9 | 8.2 | -5 | 90 | -4
10 | -0.7 | -9 | 95 | -4
11 | . | -6 | 93 | -3
12 | 1.9 | -4 | 109 | 1

In another format: entries from further up
(4) CCc1noc(C)c1C(=O)Nc1ncc(C)s1
  NALP1 inh: -31; OXTR potentiate: -2; M18AAP inhibitor: -14; MEKK2 mut-MEK5: 4; OXTR agonist: 0.3; V1R ag counter: -0.1; GPR7 antagonist: -15; MEKK2wt PB1 HTS: 107; GalR3 antag: -7
(5) CN(C(=O)CSc1nnc(-c2ccccc2F)o1)c1ccccc1
  NALP1 inh: .; OXTR potentiate: 3; M18AAP inhibitor: .; MEKK2 mut-MEK5: .; OXTR agonist: -0.2; V1R ag counter: -0.2; GPR7 antagonist: .; MEKK2wt PB1 HTS: .; GalR3 antag: -1

Compound profiles (already shown). Values in the order: NALP1 inh	OXTR potentiate	M18AAP inhibitor	MEKK2 mut-MEK5	OXTR agonist	V1R ag counter	GPR7 antagonist	MEKK2wt PB1 HTS	GalR3 antag
`O=S(=O)(Nc1ccc(F)cc1)c1ccc(NC(=S)Nc2ccccc2)cc1` across the screens: 5	-13	-2	.	0.3	1.5	11	.	-2
`O=C1CC(N2CCN(c3ccccc3)CC2)C(=O)N1c1cccc(Br)c1` (configuration not stated) across the screens: 18	-7	7	0	0.1	0.6	-4	104	-2
`Cn1c(=O)n(C)c2cc(C(=O)Nc3ccc4c(c3)OCO4)ccc21` across the screens: .	-14	7	-5	-1.7	-0.7	-9	95	-4

(continued)
No. | structure | NALP1 inh | OXTR potentiate | M18AAP inhibitor | MEKK2 mut-MEK5 | OXTR agonist
13 | COc1ccc(NC(=O)CSc2nnc(-c3ccncc3)o2)c(OC)c1 | . | 11 | . | . | 0.9
14 | CCOC(=O)Cn1ccc(O)c(Cc2ccc(Cl)cc2Cl)c1=O | 35 | 5 | 3 | 1 | 0.7
15 | COc1ccc(NC(=O)N(C)C[C@H]2Oc3c(NS(=O)(=O)c4ccc(F)cc4)cccc3C(=O)N([C@H](C)CO)C[C@@H]2C)cc1 | . | 3 | . | . | 4.5
16 | CCOc1ncccc1C(=O)OC(C)C(=O)Nc1ccc(N2CCOCC2)cc1 (configuration not stated) | . | 2 | . | . | 0.2
17 | c1ccc(-c2csc3ncnc(NCc4ccccn4)c23)cc1 | 18 | -3 | -1 | 1 | 4.2
18 | COc1cc(CCC(=O)Oc2ccc(C(C)=O)cc2)cc(OC)c1OC | 24 | 0 | 12 | 2 | 0.1
19 | Cc1cc(/C=C2/C(=O)N(C)C(=S)N2C)c(C)n1C1CC1 | 28 | -8 | 10 | -1 | 0.8
20 | Cn1c(-c2ccc(C(F)(F)F)cc2)cc2onc(-c3ccccc3)c2c1=O | . | -1 | . | . | -1.1
21 | CC(C)(C(=O)O)n1cncn1 | -6 | -8 | 6 | 0 | -0.4
22 | O=C(O)/C=C/C(=O)NCCc1cccc(Cl)c1 | 12 | -9 | -7 | 7 | -0.1
23 | O=C(CN(c1cccc(Cl)c1)S(=O)(=O)c1ccc(Cl)cc1)N1CCc2ccccc2C1 | 18 | -15 | 0 | -1 | -0.5
24 | Cc1cc(OC(=O)c2ccc(C)c(C)c2)c([N+](=O)[O-])c(=O)[nH]1 | 9 | -6 | 0 | 6 | -0.5

No. | V1R ag counter | GPR7 antagonist | MEKK2wt PB1 HTS | GalR3 antag
13 | 0.4 | . | . | 0
14 | 0.8 | 1 | 102 | 1
15 | 1.4 | . | . | -9
16 | 0.9 | . | . | -1
17 | 3.9 | -13 | 104 | -4
18 | 1.1 | 20 | 100 | 0
19 | -0.1 | -6 | 91 | -3
20 | 0.2 | . | . | -3
21 | 0.8 | -8 | 95 | -1
22 | 2.2 | -8 | 101 | 2
23 | 2.0 | 4 | 102 | -1
24 | 0.2 | 0 | 101 | 4

Four compounds from above, showing only NALP1 inh, OXTR agonist and MEKK2 mut-MEK5.
| item | SMILES | NALP1 inh | OXTR agonist | MEKK2 mut-MEK5 |
| --- | --- | --- | --- | --- |
| 13 | COc1ccc(NC(=O)CSc2nnc(-c3ccncc3)o2)c(OC)c1 | . | 0.9 | . |
| 24 | Cc1cc(OC(=O)c2ccc(C)c(C)c2)c([N+](=O)[O-])c(=O)[nH]1 | 9 | -0.5 | 6 |
| 18 | COc1cc(CCC(=O)Oc2ccc(C(C)=O)cc2)cc(OC)c1OC | 24 | 0.1 | 2 |
| 16 | CCOc1ncccc1C(=O)OC(C)C(=O)Nc1ccc(N2CCOCC2)cc1 (configuration not stated) | . | 0.2 | . |

(further entries)
No. | structure | NALP1 inh | OXTR potentiate | M18AAP inhibitor | MEKK2 mut-MEK5 | OXTR agonist
25 | CCN(CC)c1nc(C)c2c(c1C#N)CC(C)(C)OC2 | -15 | -16 | -2 | 11 | -2.4
26 | CCCOC(=O)CSc1nnc(-c2ccccc2Cl)o1 | 8 | -13 | -12 | 4 | -1.9
27 | CC(C)(C)c1ccc(C(=O)NCC(=O)N2CCNC(=O)C2)cc1 | 8 | -6 | -9 | 6 | 0.3
28 | Cc1nonc1OCCNC(=O)C12CC3CC(CC(C3)C1)C2 | -8 | -6 | -5 | -2 | -0.6
29 | COC(=O)C1=C(C(=O)OC)SC2(S1)C(C(=O)OC)=C(C(=O)OC)SC1=C2c2cc(C)ccc2NC1(C)C | -11 | -1 | 29* | 2 | -1.4
30 | CN(C)C(=O)CSc1ncnc2scc(-c3ccccc3)c12 | 6 | -3 | 1 | -2 | -1.8
31 | O=C(NCc1ccccc1)C(c1ccc(F)cc1)N(Cc1ccco1)C(=O)c1ccccn1 (configuration not stated) | 6 | -8 | -10 | -4 | -1.0
32 | COC(=O)NNC(=S)NCc1ccccc1 | 25 | 4 | 24 | 0 | 1.8
33 | COc1cc(C2c3c(oc4ccccc4c3=O)C(=O)N2CCN2CCOCC2)cc(OC)c1OC (configuration not stated) | 2 | -8 | . | -10 | 0.9
34 | CCOC(=O)c1c(NC(=O)c2ccc(S(=O)(=O)N(C)CC3CCCO3)cc2)sc2c1CC(C)(C)NC2(C)C (configuration not stated) | 3 | -2 | 1 | 17 | 0.0
35 | Cc1ccc(S(=O)(=O)Nc2ccc(Cl)cn2)cc1C | 1 | -4 | -13 | 4 | -2.6
36 | Cc1c(-c2ccccc2)nnn1-c1ccc(F)cc1F | 29 | 1 | -2 | 0 | -1.9

No. | V1R ag counter | GPR7 antagonist | MEKK2wt PB1 HTS | GalR3 antag
25 | -0.6 | -6 | 111 | -1
26 | 0.2 | 6 | 98 | -5
27 | 3.1 | 6 | 100 | -9
28 | 0.7 | -9 | 96 | -4
29 | 0.7 | 4 | 102 | 5
30 | 0.7 | -4 | 94 | -4
31 | 17 | 7 | 92 | -1
32 | -0.1 | -15 | 100 | -4
33 | -0.6 | . | 92 | 1
34 | 0.4 | -12 | 134* | 1
35 | -0.1 | 2 | 111 | -4
36 | -1.3 | 10 | 107 | -12

Quoted at random: two entries already listed.
No. | structure | NALP1 inh | OXTR potentiate | M18AAP inhibitor | MEKK2 mut-MEK5 | OXTR agonist
17 | c1ccc(-c2csc3ncnc(NCc4ccccn4)c23)cc1 | 18 | -3 | -1 | 1 | 4.2
10 | Cn1c(=O)n(C)c2cc(C(=O)Nc3ccc4c(c3)OCO4)ccc21 | . | -14 | 7 | -5 | -1.7

No. | V1R ag counter | GPR7 antagonist | MEKK2wt PB1 HTS | GalR3 antag
17 | 3.9 | -13 | 104 | -4
10 | -0.7 | -9 | 95 | -4

New compounds follow.
No. | structure | NALP1 inh | OXTR potentiate | M18AAP inhibitor | MEKK2 mut-MEK5 | OXTR agonist
37 | COc1ccc(O)c(/C=N/N=C/c2cccc([N+](=O)[O-])c2)c1 | 15 | -8 | 0 | 2 | -0.1
38 | CCCCN(C(=O)CC1CCCCC1)c1c(N)n(CC(C)C)c(=O)[nH]c1=O | . | 0 | . | . | 1.3
39 | CCOC(=O)C1=C(NC#N)OC(C)=C(C)C1c1ccc(O)cc1 (configuration not stated) | 33 | 8 | 9 | 2 | 2.0
40 | CCOC(=O)c1c(CCl)nc2ccccc2c1-c1ccccc1 | . | -13 | 5 | -2 | -2.3
41 | O=C(COC(=O)COc1ccccc1)Nc1ncc([N+](=O)[O-])s1 | . | -5 | . | . | 3.2
42 | CCCC(=O)Nc1nc(C)c(-c2csc(Nc3ccccc3OC)n2)s1 | 14 | -10 | 3 | 0 | -2.5
43 | NC(=O)c1ccc(NC(=O)CSC2=Nc3ccccc3C3CC=NN23)cc1 (configuration not stated) | 0 | -10 | 1 | 7 | 1.0
44 | CCSc1c([N+](=O)[O-])c(=O)n(-c2ccccc2)c2ccccc12 | . | -2 | . | . | -3.4
45 | O=C(Nc1cccc(Cl)c1)c1ccc2ncsc2c1 | 23 | -9 | 4 | 0 | 0.0

No. | V1R ag counter | GPR7 antagonist | MEKK2wt PB1 HTS | GalR3 antag
37 | 0.1 | -15 | 104 | -2
38 | -0.4 | . | . | -2
39 | 2.1 | 0 | 108 | -1
40 | -0.1 | -15 | 100 | 0
41 | 1.2 | . | . | 5
42 | -0.9 | 1 | 101 | -5
43 | 1.0 | 5 | 108 | .
44 | -0.9 | . | . | 1
45 | 3.0 | -5 | 98 | -7

High-throughput results as filed in PubChem.
